UPR CHOP act: apoptotic UPR (CHOP) activation. CHO-CHOP luciferase reporter, luminescence; percent of tunicamycin response over DMSO baseline. activation, % at 10 µM. 330,000 tested, 0.34% active. AID 449763;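 active means at 10 µM dose, activation of 40% or more, normalized to positive control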;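 further: 100% = tunicamycin at 10 µg/mL and 0% = DMSO alone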
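Assay system: CHO cells with stable CHOP pathway luciferase reporter; Buffer or medium: F12 plus 10% serum; Times: 16-18 h cell attachment, then 6 h compound exposure, 37 °C; Signal: luciferase luminescence; Read-out basis: percent activation relative to tunicamycin control; Control set: tunicamycin high control, DMSO low control.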
tim23-1 inh: growth inhibitors of tim23-1 mutant yeast; S. cerevisiae tim23-1 growth, BacTiter-Glo luminescence, 24 h; inhibition, % at 20 µM; 330,000 tested, 1.3% active; AID 463212;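 active means growth inhibition of the mutant yeast at or above 50%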;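 further: temperature-sensitive mutant grown at 25 °C; plate controls were DMSO-treated mutant yeast for no effect and medium wells lacking yeast for full effect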
APJ ag: APJ receptor agonism; 330,000 tested, 0.11% active; P35414; AID 2520; activation, % at 20 µM; CHO-K1 APJ PathHunter beta-arrestin, luminescence; 0% DMSO wells, 100% apelin;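 active means activation more than six SD over the plate average, tested at 20 µM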;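 further: 0% = DMSO alone and 100% = apelin-13 at 10 nM; some results filed as inactive read as strong as hits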
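Test system: CHO-K1 APJ beta-arrestin complementation cell line | Compound: Single test compound dose, 20 µM final, 1% DMSO | Incubation: Compound 90 min 25 °C, reagent 1 h | Measured by: beta-gal luminescence | Read-out basis: APJ–arrestin association signal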
APJ antag: antagonists of human APJ apelin receptor | AID 2521 | P35414 | inhibition, % at 20 µM | CHO-K1 APJ beta-arrestin complementation, luminescence | 330,000 tested, 0.32% active;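 active means inhibition above about 40% at 20 µM, limit read from the data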;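 further: cells challenged with 10 nM apelin-13 agonist together with compound; plate controls were apelin-13 plus DMSO wells for no effect and DMSO wells lacking apelin-13 for full effect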
Mdm2-MdmX inh: inhibitors of human Mdm2/MdmX interaction | SaOS-2 split-luciferase Mdm2/MdmX complementation, luminescence | AID 485346 | inhibition, % at 8 µM | O15151+Q00987 | 330,000 tested, 3% active;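 active means inhibition of at least 50% at 8 µM in the primary screen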
CXCR6 inh: inhibitors of human CXCR6 receptor. AID 602244. O00574. CHO-K1 PathHunter CXCR6 beta-arrestin, luminescence. 360,000 tested, 0.36% active. inhibition, % at 20 µM; in the data active means inhibition above about 34%, passing the limit was not always enough;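 further: antagonist mode with CXCL16 agonist at 10 nM final; 0% = 10 nM CXCL16 with DMSO and 100% = unstimulated wells without agonist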
Target sequence (O00574 whole entry, looked up): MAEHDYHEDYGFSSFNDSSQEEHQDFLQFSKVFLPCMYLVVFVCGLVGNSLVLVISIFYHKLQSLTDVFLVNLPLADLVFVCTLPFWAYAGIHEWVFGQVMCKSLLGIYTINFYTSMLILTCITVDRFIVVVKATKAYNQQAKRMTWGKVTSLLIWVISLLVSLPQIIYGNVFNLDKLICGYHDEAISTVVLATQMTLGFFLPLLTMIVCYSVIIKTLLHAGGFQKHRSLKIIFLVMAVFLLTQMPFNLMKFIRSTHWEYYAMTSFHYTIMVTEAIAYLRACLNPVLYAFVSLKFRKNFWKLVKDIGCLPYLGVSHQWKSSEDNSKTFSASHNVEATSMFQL
EBI2 antag: EBI2 (human) antagonism; EBI2 beta-arrestin recruitment, luminescence, 7a,25-OHC stimulated; inhibition, % at 5 µM; 360,000 tested, 0.81% active; AID 651636; in the data active means inhibition above about 38%;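 further: enzyme fragment complementation signal reports receptor beta-arrestin coupling in cells; 0% = agonist plus DMSO wells and 100% = wells without agonist; some results beyond the cut were filed as inactive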
Target sequence (P32249 whole entry, looked up, the tested form may be a part): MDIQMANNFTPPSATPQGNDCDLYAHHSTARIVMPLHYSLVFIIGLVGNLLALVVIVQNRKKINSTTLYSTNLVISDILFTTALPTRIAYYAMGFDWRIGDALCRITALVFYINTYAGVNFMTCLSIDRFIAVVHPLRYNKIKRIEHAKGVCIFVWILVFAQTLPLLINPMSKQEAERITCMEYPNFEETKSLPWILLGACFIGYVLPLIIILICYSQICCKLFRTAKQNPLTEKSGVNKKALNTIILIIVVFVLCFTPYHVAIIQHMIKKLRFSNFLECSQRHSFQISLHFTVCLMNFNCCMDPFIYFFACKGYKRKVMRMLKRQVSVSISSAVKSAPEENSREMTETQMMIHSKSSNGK
UPR XBP1 act: adaptive UPR (XBP1) activation; CHO-XBP1 luciferase reporter, IRE1-XBP1 UPR activation, luminescence; percent of tunicamycin response, DMSO as zero; activation, % at 20 µM; 330,000 tested, 0.33% active; AID 463104;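 active means versus positive control, 20 µM dose yields 30% or more activation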;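 further: 100% = tunicamycin at 10 µg/mL and 0% = DMSO only wells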
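Assay system: CHO-XBP1 luciferase reporter cells; Schedule: 6 h treatment, 37 °C; Detection: glow luminescence from Steady-Glo reagent; Benchmarks: high control tunicamycin 10 µg/mL final, low control DMSO vehicle only.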
CCR6 antagonist: antagonists of human CCR6 receptor. 340,000 tested, 0.49% active. P51684. CHO-K1 CCR6 PathHunter beta-arrestin, luminescence, CCL20-stimulated. inhibition, % at 20 µM;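 active means compounds whose inhibition of the agonist-driven luminescence signal at 20 µM reaches about 50%, limit read from the data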;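 further: cells stimulated with CCL20 at 14 nM final; plate controls were DMSO with CCL20 for no effect and DMSO without agonist for full effect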
Target sequence (P51684 whole entry, looked up): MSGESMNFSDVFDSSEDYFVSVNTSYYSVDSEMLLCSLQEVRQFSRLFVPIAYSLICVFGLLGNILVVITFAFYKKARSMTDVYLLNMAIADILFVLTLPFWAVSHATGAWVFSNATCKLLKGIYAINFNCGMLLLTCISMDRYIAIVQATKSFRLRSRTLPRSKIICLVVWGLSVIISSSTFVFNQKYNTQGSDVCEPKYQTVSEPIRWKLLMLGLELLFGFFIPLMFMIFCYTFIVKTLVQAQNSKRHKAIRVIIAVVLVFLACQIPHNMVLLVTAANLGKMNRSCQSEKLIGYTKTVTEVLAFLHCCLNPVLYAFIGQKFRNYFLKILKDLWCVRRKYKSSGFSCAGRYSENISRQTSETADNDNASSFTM
The depositor's hits bear a star; . = not tested or not shown. An excerpt, so the mix of outcomes need not match the whole.

Values run as follows: UPR CHOP act, tim23-1 inh, APJ ag, APJ antag, Mdm2-MdmX inh, CXCR6 inh, EBI2 antag, UPR XBP1 act, CCR6 antagonist
O=C(CSc1ncccn1)NCCC1=CCCCC1
  -1.2, 18, 18, -10, -1, 3, -3, 3, 10
CC1CCc2nn(CC(=O)NCCCN3CCCCC3)cc2C1 (stereo unspecified)
  0.5, -1, -3, 11, 8, -8, 2, -1, 6
COc1ccc(C)cc1NC(=O)C(CCS(C)(=O)=O)NC(C)=O (stereo unspecified)
  -0.1, -5, 3, 5, 16, 0, 1, 2, 0
Cc1nc(Sc2ccccc2)c(C#N)c(C)c1[N+](=O)[O-]
  1.4, -42, -4, -20, 42, 3, -24, 3, 3
CN(C)S(=O)(=O)c1cc(NC(=O)CN2C(=O)NC3(CCCc4ccccc43)C2=O)ccc1Cl (stereo unspecified)
  4.5, 2, -2, -19, 19, -6, -6, 0, -1
COc1cc(C2c3c(oc4ccccc4c3=O)C(=O)N2Cc2ccco2)ccc1O (stereo unspecified)
  -1.9, 1, -2, 9, 13, 6, 1, 0, -11
O=C(CSc1nc2ccccc2c(=O)n1-c1ccccc1F)Nc1ccc2c(c1)CCC2
  -0.5, 20, 1, -3, 27, 2, 12, -3, 7
Cc1ccc(-c2nc(CSc3nc4ccccc4c(=O)n3C)cs2)cc1
  0.5, 5, -1, -15, -4, -4, 3, -2, 14
CCOCc1cnc(C)nc1NCC(=O)c1c(C)[nH]c2ccccc12
  -0.3, 4, 1, 15, 17, 14, 0, -2, -12
Cc1noc(C)c1S(=O)(=O)N1CCC(C(=O)N2CCC(N3CCCCC3)CC2)CC1
  -0.8, 4, -5, 1, 3, 0, -2, 1, 9
CC1(C(=O)N2CCN(C(=O)c3ccco3)CC2)CC1(Br)Br (stereo unspecified)
  -2.2, 8, 2, 3, -2, -7, -9, -4, 0
Cc1ccccc1NS(=O)(=O)c1ccc(C(=O)N2CCCCCC2)cc1
  0.2, 1, -1, -7, 1, 0, -2, -1, 3
O=C(c1ccc2nsnc2c1)N1CCN(c2ccc([N+](=O)[O-])cc2)CC1
  -0.3, 11, -2, -23, -2, 1, 8, -3, 9
COC(=O)Nc1ccc([N+](=O)[O-])cc1OC
  -0.7, -5, -4, 9, -4, 1, -12, -3, 4
O=C(N/N=C/c1ccccn1)c1cc(-c2ccncc2)nc2ccccc12
  -2.2, 16, -5, 2, 20, 31, -19, 4, 35
CN(C)c1ccc(/C=N/NC(=O)C[n+]2ccccc2)cc1
  -1.2, -2, 1, -7, 14, -16, -9, 3, 8
Cc1cc(C)cc(NC(=O)Cn2cc3c(n2)CCCCC3)c1
  0.5, 29, -1, -32, -1, ., ., -4, .
Cc1nn2cc(-c3cccc(Cl)c3)cnc2c1Cl
  3.8, 17, -3, -1, -1, -4, 5, 1, 14
CCN(CC(=O)NCc1ccc(Cl)cc1)C(=O)CSc1ccccc1
  0.1, 5, 2, -42, 11, -8, 27, -3, -1
CC(C)Cn1nc(C(=O)Nc2cccc(C(=O)NC3CC3)c2)c2ccccc2c1=O
  -0.5, 28, -4, 1, -7, 3, -9, 2, 7
COc1ccc2nc(N3C(=O)CC(Cc4ccc(C)cc4)C3=O)sc2c1 (stereo unspecified)
  0.4, 22, -4, 6, 18, 4, -8, 1, 20
COc1cccc(CN2CCN(C3CCOCC3)CC2CCO)c1 (stereo unspecified)
  1.1, 13, 0, 5, -3, -8, 1, -1, 14
Cc1ccc(-n2c(SCC(=O)Nc3ccc4c5c(cccc35)CC4)nc(O)cc2=O)cc1
  -3.7, 18, -1, -8, 13, 7, 1, -3, 5
CCOc1cc(-c2nc3n(c(=O)c2C#N)CCS3)ccc1O
  2.1, 6, -4, 32, -25, 11, 11, -2, 31
CCOC(=O)c1cc(NC(=O)c2cccs2)ccc1N1CCOCC1
  -0.8, -3, -2, -6, 17, 12, -7, -1, -3
Cc1cc(Br)ccc1SCC(=O)OCC(=O)NC1CC1
  -0.2, 7, -1, 5, -21, -2, -5, 6, 8
O=C(/C=C/c1ccc(Cl)c(Cl)c1)N1CCc2ccccc21
  8.6, 8, -4, 4, -18, 4, 21, 2, 13
O=C(CSC(=S)N1CCCC1)NCCc1ccccc1
  -0.6, 9, 1, 23, 3, -7, 7, -1, 9
CCOC(=O)c1c(NC(=O)CSc2ccccc2C(=O)O)sc(C)c1C
  1.4, 7, -5, -6, -17, -12, 1, 0, 8
CC(Oc1cc2oc(=O)c3c(c2cc1Cl)CCCC3)C(=O)NCCN1CCOCC1 (stereo unspecified)
  -0.5, 5, -5, 12, 18, 4, -3, 0, 4

The list goes on; it opens with the two that closed the last part.
Values run as follows: UPR CHOP act, tim23-1 inh, APJ ag, APJ antag, Mdm2-MdmX inh, CXCR6 inh, EBI2 antag, UPR XBP1 act, CCR6 antagonist
CCOC(=O)c1c(NC(=O)CSc2ccccc2C(=O)O)sc(C)c1C
  1.4, 7, -5, -6, -17, -12, 1, 0, 8
CC(Oc1cc2oc(=O)c3c(c2cc1Cl)CCCC3)C(=O)NCCN1CCOCC1 (stereo unspecified)
  -0.5, 5, -5, 12, 18, 4, -3, 0, 4
CCN(c1cc(C)cc(C)c1)S(=O)(=O)c1nnc(NC(=O)c2ccco2)s1
  -0.9, 28, 15, -7, -9, -1, -11, -2, -7
CCOC(=O)N1CCN(C(=O)c2cn(CCOC)c(=O)c3c2c2ccccc2n3C)CC1
  -0.8, 11, -2, -6, 11, 0, -15, 0, 6
Cc1ccc(S(=O)(=O)N(C)CC(=O)Nc2ccccc2)cc1
  -1.5, 12, -3, -12, 20, -2, -5, -1, 5
Cc1c(OC(=O)c2ccc([N+](=O)[O-])cc2)c2c(c[n+]1C)COC(C)(C)OC2
  -0.9, 15, 1, 8, 19, 2, -4, -5, -21
O=C(CCCN1C(=O)/C(=C/c2ccccc2Cl)SC1=S)N1CCCC1
  0.1, 51*, 2, 7, 76*, 1, -7, -6, 14
CCOC(=O)CNC(=O)CSc1nc2nc(C)c(Br)cc2[nH]1
  0.5, 8, -6, 7, 17, 5, 0, -4, 10
O=C(CSc1nnc(-c2ccncc2)n1Cc1ccccc1)NC1CCCc2ccccc21 (stereo unspecified)
  -0.9, 19, 1, -1, 11, -5, 6, -1, -2
C/C(CC(=O)Nc1ccc2c(c1)OCCO2)=N\NC(=O)Cc1ccc(Cl)cc1
  -0.7, 1, -3, 4, -10, 6, -4, -6, 1
NC(=O)c1cc[n+](CC2=C(C(=O)O)N3C(=O)[C@@H](NC(=O)C(c4ccccc4)S(=O)(=O)[O-])[C@H]3SC2)cc1 (stereo partly specified)
  0.0, -4, 2, 8, 8, -5, 1, -9, 4
CCCCNC(=O)CCn1c(=O)c2ccccc2n(Cc2ccc(F)cc2)c1=O
  0.8, 0, -2, -1, -32, 8, 5, -1, 14
Cc1ccc(CNC(=O)CCCn2c(=O)[nH]c3ccccc3c2=O)cc1
  -2.0, 11, -8, -11, 15, 2, -5, 3, 4
O=C(NCc1cccc(Cl)c1)c1ccc(-c2csnn2)cc1
  1.3, 6, 3, -31, -10, -5, 11, -2, 7
CCN1CCN(C(=O)c2ccc(CS(=O)Cc3ccc(C)cc3)o2)CC1 (stereo unspecified)
  -1.5, -4, -4, 13, -3, -2, -2, -6, 2
C=CCC1(CC=C)CCCN1C(=O)c1cc(COc2ccc(F)c(F)c2)on1
  -0.6, 27, -1, 23, 11, 4, 18, -6, 16
COCC(C)NC(=O)C1CC(=O)N(c2ccc(C)cc2)C1 (stereo unspecified)
  -3.8, -3, 1, -17, 5, 10, 0, -1, -9
CC(=O)Nc1ccc(CN2CCN(Cc3ccc(C)cc3)C(CCO)C2)cc1 (stereo unspecified)
  -0.1, 2, -2, -25, 14, -4, -10, -1, -2
CC(=O)Nc1ccc(S(=O)(=O)N2CCN(C(=O)N3CCCCCC3)CC2)cc1
  -0.4, -5, -2, 9, 31, -6, -4, -5, 0
C[n+]1ccc(/C=C/c2cccs2)cc1
  -1.4, 2, -1, 6, 8, -1, 2, 0, 9
CCc1ccc(-c2nn(-c3ccccc3)cc2C2SCC(=O)N2Cc2ccco2)cc1 (stereo unspecified)
  0.2, 22, -1, -13, 6, -1, 5, -3, -2
COc1cc2c(cc1OC)C(SC)=NC(C)(C)C2
  -1.8, 10, 4, 17, 36, 21, -1, 14, 30
CCOc1cc(NC(=S)NCC2CCCO2)c(OCC)cc1NC(=O)c1cccc(C)c1 (stereo unspecified)
  -1.8, -16, 0, 2, 8, 6, 34, -2, -4
CC(C)NC(=O)CCc1nc2cccnc2n1-c1ccccc1
  -0.1, 19, -4, 14, 3, -3, 0, -2, 5
Cc1cc2ccccc2n1CCNC(=O)C(C)Oc1ccccc1 (stereo unspecified)
  -1.1, 24, -3, 2, 24, 1, 9, -4, -5
O=C1N=C(c2ccccc2)S/C1=C\c1cccs1
  5.3, 36, 1, 6, -35, -7, 0, 1, 6
COc1ccc(CNC(=O)C2CCN(S(=O)(=O)c3ccc(SC)cc3)CC2)cc1
  1.4, 2, -3, 22, -4, -4, 31, -3, 18
CC(C)C(=O)NCCc1nc2ccccc2n1CCOc1ccccc1
  1.0, 4, -3, 5, 8, 6, 4, -1, 3
CCc1nc(Nc2cccc(OC)c2)c2oc3ccccc3c2n1
  3.9, 25, -3, -7, 3, -4, -1, 17, 1
COc1cccc(CN2CCN(C(=O)c3oc4c(F)cccc4c3C)CC2=O)c1
  -0.2, 26, 0, 9, 0, 2, 6, -2, 14
Cc1nn(-c2ccc(F)cc2)c2nc(N)c(C#N)c(-c3ccc(O)c(O)c3)c12
  4.3, -8, 2, 6, 61*, 0, 3, 6, 11
CCn1c(/C=N/NC(=O)c2ccc(OC)cc2)nc2ccccc21
  3.1, 35, -1, 4, 29, 2, -13, 4, 18
O=C(NCC1CCCO1)Nc1ccc2c(c1)OCO2 (stereo unspecified)
  2.9, -6, -3, 8, 20, 3, -14, 3, -4
CCCCC(=O)Nc1ccccc1C#N
  4.6, -9, 1, 18, 0, 6, -4, 1, -9
CN(Cc1ccno1)C(=O)CC1C(=O)NCCN1CC(c1ccccc1)c1ccccc1 (stereo unspecified)
  -0.3, -1, -3, 1, 25, 5, -6, -2, 1
CC(C)c1ccc2c(c1)C(=O)NC(C)(C)C2
  -0.7, 6, -2, -36, -5, -5, -2, -2, 10
CC1(C)C(=O)C2(CCCCC2)C(=O)OC1c1ccc(O)cc1 (stereo unspecified)
  -1.9, 49, 4, -8, 2, 7, -2, -4, 3
CN(C(=O)CCN1C(=O)C2C3C=CC(C3)C2C1=O)c1ccccc1 (stereo unspecified)
  -1.3, 17, -4, 8, -22, 0, -10, -2, -10
CC(C)(C)OC(=O)N1CCC(Cc2cc(-c3cccnc3)no2)(C(=O)O)CC1
  0.7, 12, 3, 16, -9, -1, -2, 0, 12
COc1ccc(Br)cc1C1NC(=O)NC(C)=C1C(=O)N(C)C (stereo unspecified)
  -0.6, 9, -4, -15, 17, 7, -2, -2, 4
COc1ccccc1/C=C/C=N/NC(=O)c1cnccn1
  3.5, 19, -2, 0, -2, -5, -11, 8, 4
COc1ccc(/C=C2\CCC/C(=C\c3ccc(OC)c(OC)c3OC)C2=O)c(OC)c1OC
  -0.5, 35, -1, -7, 23, 9, 15, 0, 10

Screening results from PubChem.
